AMA1-RON2 inh: AMA1-RON2 (P. falciparum) interaction inhibition. AlphaScreen AMA1-biotinylated RON2 peptide binding. Potency, µM (titrated, usually from 58.2 µM), without a hit: top-dose activity change, negative = inhibition, actives largely listed as inhibitors. hit rate 0.2% among 360,000. AID 720542;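 note: potency is the fitted concentration of half-maximal effect; 0% = vehicle wells and -100% = peptide control; nearly all actives have a fitted effect of over 45% in size; some results filed as inactive show a strong effect at the top dose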
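AMA1 (3D7) with his tag at 25 nM final met compounds first, then biotinylated RON2 peptide at 25 nM; detection used donor plus acceptor beads, 10 µg/mL apiece, read by AlphaScreen after 30 min at room temperature.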
AmpC detergent: inhibitors of E. coli AmpC beta-lactamase with detergent. AID 485294. P00811. Potency, µM (titrated, usually from 114 µM), for the others: at the highest dose activity change, negative = inhibition, most hits filed as inhibitors. AmpC hydrolysis of nitrocefin, absorbance 480 nm, 0.01% Triton. hit rate 0.041% among 370,000;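 note: potency is the fitted concentration of half-maximal effect; 0% = no-compound wells and -100% = no-enzyme wells; nearly all actives have a fitted effect of over 25% in size; some results filed as inactive show a strong effect at the top dose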
Target sequence (P00811 whole entry, looked up): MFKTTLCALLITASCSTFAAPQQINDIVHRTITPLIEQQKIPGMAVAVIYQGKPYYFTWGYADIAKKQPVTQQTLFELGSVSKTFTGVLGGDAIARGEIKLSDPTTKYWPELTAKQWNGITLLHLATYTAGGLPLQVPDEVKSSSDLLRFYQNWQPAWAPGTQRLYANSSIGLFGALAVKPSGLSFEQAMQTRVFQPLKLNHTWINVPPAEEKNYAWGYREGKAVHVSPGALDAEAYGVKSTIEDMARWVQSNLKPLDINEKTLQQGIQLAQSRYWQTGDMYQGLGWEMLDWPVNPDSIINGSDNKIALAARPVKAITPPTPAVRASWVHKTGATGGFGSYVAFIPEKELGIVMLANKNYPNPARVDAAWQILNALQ
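20 mM phosphate pH 7.0 + 0.01% (detergent screen) or 0.0001% Triton X-100; 5.3 nM AmpC reagent; cpd preinc 15 min RT; nitrocefin (800 uM stock) to start; A480 q20 s × 4 min; Activity was normalised to no-enzyme and no-compound control wells.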
Sm TGR inh: inhibitors of Schistosoma mansoni thioredoxin glutathione reductase | Potency, µM (top dose mostly 114 µM), for inactives: at the highest dose activity change, negative = inhibition, most hits filed as inhibitors | hit rate 3% among 360,000 | purified TGR, DTNB reduction, TNB absorbance 405 nm | Q962Y6 | AID 485364; note: potency is the fitted concentration of half-maximal effect; nearly all actives have a fitted effect of over 60% in size
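Kinetic colorimetric format: TGR-catalysed, NADPH-driven DTNB reduction monitored via TNB absorbance. Enzyme dispensed at 20 nM; compound exposure 15 min at room temperature before reaction start.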
TbPYK inhibitor: inhibitors of Trypanosoma brucei pyruvate kinase; Potency, µM (top dose mostly 76.8 µM), for the others: at the top dose activity, negative = inhibition, usual class: inhibitors; TbPYK enzyme, Kinase-Glo Plus ATP luminescence, 45 min; hit rate 0.12% among 410,000; AID 624173; Q57TT1; note: potency is the fitted concentration of half-maximal effect; nearly all actives have a fitted effect of over 50% in size
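Readout: single end-point luminescence (Kinase-Glo Plus, 10 min). Reaction conditions were TbPYK/substrate plus 130 uM ADP, 45 min at RT, pH 7.2 TEA buffer. No-enzyme wells served as controls, and data were normalized before concentration-response fitting.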
LmPK inh: inhibitors of Leishmania mexicana pyruvate kinase; Q27686; purified LmPK, Kinase-Glo ATP luminescence, 1 h; Potency, µM (doses to about 57.5 µM), for inactives: at the top dose activity change, negative = inhibition, actives largely listed as inhibitors; hit rate 0.37% among 290,000; note: potency is the fitted concentration of half-maximal effect
Target sequence (Q27686 whole entry, looked up): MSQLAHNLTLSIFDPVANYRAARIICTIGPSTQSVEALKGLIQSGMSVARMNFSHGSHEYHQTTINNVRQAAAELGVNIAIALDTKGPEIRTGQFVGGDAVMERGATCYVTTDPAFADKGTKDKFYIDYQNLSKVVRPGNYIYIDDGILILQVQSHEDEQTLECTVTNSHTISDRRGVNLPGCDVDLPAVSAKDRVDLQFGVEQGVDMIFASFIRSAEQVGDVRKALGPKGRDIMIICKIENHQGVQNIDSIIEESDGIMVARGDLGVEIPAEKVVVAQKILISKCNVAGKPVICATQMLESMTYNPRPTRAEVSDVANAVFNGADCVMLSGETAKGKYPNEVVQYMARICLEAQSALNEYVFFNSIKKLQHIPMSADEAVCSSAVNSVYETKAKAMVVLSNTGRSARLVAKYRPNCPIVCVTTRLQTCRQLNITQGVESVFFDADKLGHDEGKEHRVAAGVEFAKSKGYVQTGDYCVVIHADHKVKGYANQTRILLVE
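Screened at intermediate enzyme activity to detect both inhibitors and activators: LmPK at 0.1 nM, with a 0.5 nM enzyme column as activation reference. PEP 0.5 mM, ADP 0.1 mM; ATP detected by luminescence after 1 h.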
HCMV inh: blocks human cytomegalovirus replication; hit rate 4.5% among 410,000; AID 1259415; HFF cells, HCMV-luciferase reporter, 72 h; hits give low values; activity change, negative = inhibition, % at 57.5 µM; in the data active = activity change below about -60%; inconclusive = no clear call, values can overlap the other calls; inactive = above about -39%
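Screen run at 2 compound doses on HFFs infected with reporter HCMV, MOI 1 PFU/cell. Luciferase activity from cell lysates at 72 h post infection gave inhibition relative to buffer-only and Salinomycin wells.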
AmpC no deterg: blocks E. coli AmpC beta-lactamase in detergent-free assay | AmpC nitrocefin hydrolysis, absorbance 480 nm, 0.0001% Triton | Potency, µM (series often up to 57.1 µM), inactives show top-dose activity change, negative = inhibition, actives largely listed as inhibitors | hit rate 0.52% among 330,000 | AID 485341;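 note: potency is the fitted concentration of half-maximal effect; plate controls were no compound for no effect and no enzyme for full effect; nearly all actives have a fitted effect of over 20% in size; some results filed as inactive show a strong effect at the top dose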
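AmpC (5.3 nM in the dispensed reagent) in 20 mM phosphate pH 7.0 with 0.01% (detergent screen) or 0.0001% Triton X-100 was preincubated with compounds for 15 min at room temperature. Nitrocefin was then added from an 800 uM solution, and hydrolysis was followed at 480 nm.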
Active calls of the source: *; ? = inconclusive; / = no result given; [ ] = dose if it differs, or a comment. Unless noted, calls come from the whole dose curve; as a rule, active = well fitted curve in the direction sought with a large enough effect; inconclusive = small, poorly fitted or top-dose-only effect, or another doubt; inactive = no such curve, though single readings can be large; an effect the other way counts as inactive or inconclusive. Unless noted, % is set by controls: 0 for no effect and ±100 for the full control effect.

SMILES	AMA1-RON2 inh	AmpC detergent	Sm TGR inh	TbPYK inhibitor	LmPK inh	HCMV inh	AmpC no deterg
CCC(=O)C1=C(c2cccc([N+](=O)[O-])c2)N(C(=O)CC)n2c(nnc2C2CCCCC2)S1	/	4%	22%	-8%	/	-99*	/
COc1cc(C(=O)Oc2ccccc2/C=N/NC(=O)c2ccc(Cl)cc2Cl)cc(OC)c1OC	-13%	0%	-4%	-8%	5%	-100*	?
COc1ccccc1Cn1c(CNS(=O)(=O)c2ccc(Cl)s2)nc2cccnc21	/	2%	-3%	-4%	/	9	/
O=C(/C=C/c1ccnc2ccccc12)c1cccs1	-10%	2%	/	?	?	-38	-9%
Cc1ccc(C)c2c1CCC(=Cc1ccccc1[N+](=O)[O-])C2=O	?	/	/	3%	/	-17	/
COc1ccc(C)cc1NC(=O)CSc1nc(=O)n(Cc2ccco2)c2c1CCC2	/	0%	35µM*	?	/	-2	/
O=C(NCC1CCS(=O)(=O)C1)Oc1ccccc1 (stereo not given)	-8%	-18%	-1%	3%	-2%	-95*	-17%
CCOC(=O)N1CCN(C(=O)c2ccc(CNS(=O)(=O)c3ccc(C)cc3)cc2)CC1	10%	-18%	2%	-2%	4%	-26	20%
CCN(CC)CCNC(=O)C1c2ccccc2C(=O)N(C)C1c1cn(C)c2ccccc12 (stereo not given)	8%	-5%	7%	-2%	-4%	-36	42%
CCCc1nnc(NC(=O)CCC(=O)N2CCN(Cc3ccc(Cl)cc3)CC2)s1	15%	0%	5%	2%	-4%	-2	-2%
O=C(NC(=S)N1CCCCCC1)c1ccccc1	95%[activator]	2%	-9%	-31%	-5%	-27	1%
Cc1nn(-c2ccccc2)c2[nH]c(=O)c(CNc3ccc4c(c3)OCCO4)cc12	-12%	-10%	0%	3%	4%	-35	-1%
CCOC1=C2CN(S(=O)(=O)c3ccccc3)[C@H](c3ccccc3)C[C@H]2n2c(=O)n(-c3ccccc3)c(=O)n2C1	-2%	/	/	2%	/	-24	/
COc1cccc(N2CC(=O)N(NC(=O)c3sc4nc(C)cc(C)c4c3N)CC2=O)c1	16%	-6%	1%	-7%	-4%	90	96%[activator]
CC1=C(c2ccc(C)cc2)S(=O)(=O)N(Cc2ccc(C(=O)NCc3ccccc3)cc2)C1=O	/	-4%	-8%	-4%	/	-19	/
O=C(c1ccco1)N1CCN(CC(=O)N2CCCc3c2c(=O)oc2ccc(O)cc32)CC1	18%	-1%	?	-1%	-3%	-13	2%
CCc1cc2ccc(OC)cc2nc1SCC(=O)N1CCN(C(=O)c2ccco2)CC1	-22%	-13%	-19%	5%	1%	0	120%[activator]
N#C/C(=C\C1=C(N2CCOCC2)C(=C/c2cccc([N+](=O)[O-])c2)/CC1)C(=O)Nc1ccccc1F	-15%	-3%	7%	-22%	-19%	-9	-12%
CCOC(=O)c1ccccc1NC(=O)c1c(N)n(C)c(=O)[nH]c1=O	7%	/	/	0%	/	11	/
COc1ccc(CNS(=O)(=O)c2ccc(-n3cccn3)cc2)cc1	14%	?	4%	-3%	6%	-6	-14%

A second format for 2 compounds above:
COc1cccc(N2CC(=O)N(NC(=O)c3sc4nc(C)cc(C)c4c3N)CC2=O)c1
  AMA1-RON2 inh = 16%
  AmpC detergent = -6%
  Sm TGR inh = 1%
  TbPYK inhibitor = -7%
  LmPK inh = -4%
  HCMV inh = 90
  AmpC no deterg = 96%[activator]

CC1=C(c2ccc(C)cc2)S(=O)(=O)N(Cc2ccc(C(=O)NCc3ccccc3)cc2)C1=O
  AMA1-RON2 inh = /
  AmpC detergent = -4%
  Sm TGR inh = -8%
  TbPYK inhibitor = -4%
  LmPK inh = /
  HCMV inh = -19
  AmpC no deterg = /

(cont.)
SMILES	AMA1-RON2 inh	AmpC detergent	Sm TGR inh	TbPYK inhibitor	LmPK inh	HCMV inh	AmpC no deterg
COc1ccccc1-c1ccc(=O)n(CC(=O)NCc2ccc3c(c2)OCO3)n1	3%	-15%	22%	4%	0%	-9	3%
Cc1ccc(NC(=O)CCNC(=O)N2CC(=O)Nc3ccccc32)cc1Cl	-5%	/	/	-1%	/	-17	/
COCc1cc(C)nc(SCc2ccccc2)c1C#N	44%[activator]	-8%	-3%	5%	0%	-18	-18%
CC1CCN(C(=O)c2ccccc2NS(=O)(=O)c2ccccc2)CC1	0%	4%	-5%	-10%	-4%	76	-3%
CC1=NN(C(=O)c2ccc(Cn3nc(C)c([N+](=O)[O-])c3C)cc2)C(O)(C(F)(F)F)C1 (stereo not given)	48%[activator]	?	-36%	-4%	13%	9	-9%
Cn1c(SCC(=O)Nc2sc3c(c2C#N)CCC3)nnc1C1COc2ccccc2O1 (stereo not given)	-4%	-5%	-12%	-2%	4%	-5	-16%
Cc1ccc2[nH]c(=O)c(CN(CCCO)S(=O)(=O)c3c(C)ccc4nsnc34)cc2c1	-1%	?	8%	-1%	-5%	59	-14%
Cc1ccc(C(=O)N2CCN(c3ccc(N4CCOCC4)nn3)CC2)cc1	11%	-19%	0%	3%	/	-11	-2%
COCCN(CCOC)Cc1c(O)ccc2c1O/C(=C\c1ccc(C)o1)C2=O	-2%	-12%	1.8µM*	0%	-3%	-88*	-12%
CC(=O)N1CCc2ccc(C(=O)CN3CCN(c4cccc(C)c4C)CC3)cc21	/	-13%	?	/	2%	/	7%
Cc1cc(CNC(=O)COc2c(F)c(F)cc(F)c2F)c2ccccc2n1	-3%	-11%	-8%	-7%	-2%	-18	-5%[2.29 µM]
N#Cc1ccc(Cl)cc1NC(=O)CNCc1cccs1	60%[activator]	2%	-7%	35%	-3%	8	-11%
O=C(NC1CCCCC1)C1CC(=O)N(Cc2ccccc2)C1 (stereo not given)	-2%	1%	-6%	1%	2%	8	3%
CCOC(=O)c1c(NC(=O)c2ccc(OC)c(OC)c2)sc2c1CCCCC2	/	5%	-2%	2%	/	-1	/
CC(=O)Nc1ccc(NC(=S)NC(=O)c2ccc(-c3ccccc3)cc2)cc1	1%	/	/	-3%	/	0	/
O=C(C1CC(=O)N(C2CCCC2)C1)N1CCN(c2cccc(C(F)(F)F)c2)CC1 (stereo not given)	-1%	?	-11%	2%	/	-39	220%[activator]
COc1ccccc1NC(=S)N/N=C/c1ccc(O)cc1	32%[activator]	?	-2%	-9%	1%	79	-35%
COc1ccc(N(C(C)C(=O)N/N=C/c2ccc(OC(C)C)cc2)S(C)(=O)=O)cc1 (stereo not given)	49%[activator]	0%	5%	9%	1%	5	51%
CCn1c(=O)c(C(=O)CN(C)CC(=O)Nc2cccc(F)c2)c(N)n(Cc2ccccc2)c1=O	36%[activator]	/	/	3%	/	-21	32%
Cc1[nH]c2ccccc2c1C(=O)C(=O)N1CCOCC1	10%	5%	3%	-11%	1%	-9	-10%
CC(Oc1ccc(Cl)cc1Cl)C(=O)NCCN1CCOCC1 (stereo not given)	3%	-12%	-11%	1%	1%	31	18%
CC12C(=O)N(c3cccc(OC(=O)c4ccco4)c3)C(=O)C1C1c3ccccc3C2c2ccccc21 (stereo not given)	14%	-1%	3%	0%	-6%	-12	-2%
CC(C)Oc1ccc(C(CC(=O)O)NC(=O)C2CCCCC2)cc1 (stereo not given)	-11%	0%	5%	20%	2%	-2	1%
Cc1ccn(CC(=O)N2CCCC(C(=O)c3cccc4ccccc34)C2)n1 (stereo not given)	1%	6%	-30%	-1%	7%	-34	41%
O=C(N/N=C/c1ccc(O)c(O)c1)c1cccc(S(=O)(=O)N2CCCC2)c1	43%[activator]	-3%	5%	3%	/	-31	-6%
CCOc1ccccc1NC(=O)c1ccc2c(c1)C(=O)N(CC1CCCO1)C2=O (stereo not given)	1%	4%	4%	3%	1%	24	-11%
COc1ccc(CCNC(=S)NNC(=O)c2c(Br)c(C)nn2C)cc1OC	39%[activator]	-8%	-11%	6%	-10%	-1	-2%
Cn1ncc2c(NCc3ccc(F)cc3)ncnc21	/	6%	14%	-2%[15.4 µM]	/	0	/
COc1ccc(CNc2ncnc3sccc23)cc1OC	3%	-3%	7%	0%	1%	-10	-11%
COc1ccc(-c2cc(C(F)(F)F)nc(SCCC(=O)Nc3c(C)cccc3C)n2)cc1	/	26%	12%	-11%	/	-27	/
O=C(COC(=O)C1CCC1)Nc1cccc(S(=O)(=O)N2CCOCC2)c1	-3%	?	-2%	4%	/	-17	-17%
Cc1cc(S(=O)(=O)N2CCCOC2CNC(=O)C(=O)NCc2ccco2)ccc1F (stereo not given)	6%	-1%	2%	-24%	7%	-37	19%
CC1CC(C)CN(C(=O)Nc2ccccc2F)C1 (stereo not given)	2%	-11%	1%	-1%	0%	-25	-4%
COc1ccccc1CCNC(=O)C1CCN(c2nnc(-n3cccc3CNc3ccc(C)cc3)s2)CC1	/	-15%	-15%	1%	/	48	/
CS(=O)(=O)Nc1ccc(-c2ccc3nccn3c2)cc1	-7%	/	/	3%	/	8	/
Cc1c(/C=N/NC(=O)c2cc(=O)[nH]c(=O)[nH]2)c2ccccn2c1C(=O)c1ccccc1	85%[activator]	-14%	-30%	4%	-2%	-18	-18%
O=C(Cn1sc2ccccc2c1=O)N1CCN(C(=O)c2ccco2)CC1	1%	-12%	1%	5%	2%	-5	-10%
COc1ccc(C(=O)Nc2nnc(SCc3cc(=O)c4cc(C)ccc4[nH]3)s2)cc1OC	/	26%	3%	-8%	/	11	/
COc1ccc(Cc2nnc(SCC(=O)NC3CCCC3)o2)cc1	-7%	?	-5%	-4%	5%	-1	-5%
Cc1nn(-c2nc3ccccc3s2)c(N)c1Sc1ccc(F)cc1	-11%	-2%	10%	0%	-1%	15	-20%
COc1cc(-c2ccccc2)nc2ccccc12	6%	?	0%	0%	0%	-10	17%
O=C(N/N=C/c1cccc([N+](=O)[O-])c1)c1nc2ccccc2c(=O)[nH]1	40%[activator]	6%	7%	1%	-2%	-30	-19%
COc1ccc(N2CCN(S(=O)(=O)CCNC(=O)C(c3ccccc3)c3ccccc3)CC2)cc1	/	21%	1%	1%	/	1	/
Cc1ccc(S(=O)(=O)NCCC(=O)NCc2ccc(Cl)cc2)cc1C	-5%	?	-12%	-3%	/	-29	-11%
CC(=O)Nc1ccc(S(=O)(=O)N(C)c2ccc(OCCOc3ccccc3F)cc2)cc1	3%	/	/	10%	/	0	-19%
C/C(=N/NC(=S)Nc1cccc(C)c1)c1cccc([N+](=O)[O-])c1	19%	-8%	/	-1%	1%	-25	-38%

Source: PubChem BioAssay
